D2 antag: HTS Assay for Allosteric Antagonists of the Human D2 Dopamine Receptor: Primary Screen for Antagonists. HEK293 TREx D2 cells, calcium flux, dopamine EC80. actives 2% (n = 340,000). D(2) dopamine receptor (Homo sapiens), P14416. inhibition, % at 10 µM. AID 485344, 2010; in the data active = inhibition above about 30%; also: 0% is about no effect
Target sequence (P14416 whole entry, looked up): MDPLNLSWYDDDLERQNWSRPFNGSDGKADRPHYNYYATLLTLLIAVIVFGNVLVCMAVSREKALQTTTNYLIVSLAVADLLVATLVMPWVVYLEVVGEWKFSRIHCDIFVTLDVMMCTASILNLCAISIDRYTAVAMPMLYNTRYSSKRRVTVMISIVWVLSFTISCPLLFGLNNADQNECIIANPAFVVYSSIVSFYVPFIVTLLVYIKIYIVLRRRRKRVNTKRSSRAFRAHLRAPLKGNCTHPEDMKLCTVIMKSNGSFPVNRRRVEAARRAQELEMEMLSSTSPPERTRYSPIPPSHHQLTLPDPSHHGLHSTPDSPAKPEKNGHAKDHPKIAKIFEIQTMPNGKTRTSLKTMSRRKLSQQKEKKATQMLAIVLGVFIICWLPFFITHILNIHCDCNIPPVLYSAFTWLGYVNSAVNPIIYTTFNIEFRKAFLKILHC
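HEK293 T-REx D2 cells, tet-induced, calcium dye no-wash. Cpd pintool add, 180 s kinetic, then EC80 DA, 180 s kinetic. Ca flux read.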
TRHR PAM: qHTS for Small Molecule Agonists and Allosteric Enhancers of Human TRH Receptor: Primary Screen for Enhancers | Thyrotropin-releasing hormone receptor (Homo sapiens), P34981 | enhancement, % at 2 µM | TRHR cells, fluo-8 calcium fluorescence, EC20 TRH enhancement | AID 493056, 2011 | actives 0.66% (n = 360,000); in the data active = enhancement above about 30%; also: 0% is about no effect
Target sequence (P34981 whole entry, looked up): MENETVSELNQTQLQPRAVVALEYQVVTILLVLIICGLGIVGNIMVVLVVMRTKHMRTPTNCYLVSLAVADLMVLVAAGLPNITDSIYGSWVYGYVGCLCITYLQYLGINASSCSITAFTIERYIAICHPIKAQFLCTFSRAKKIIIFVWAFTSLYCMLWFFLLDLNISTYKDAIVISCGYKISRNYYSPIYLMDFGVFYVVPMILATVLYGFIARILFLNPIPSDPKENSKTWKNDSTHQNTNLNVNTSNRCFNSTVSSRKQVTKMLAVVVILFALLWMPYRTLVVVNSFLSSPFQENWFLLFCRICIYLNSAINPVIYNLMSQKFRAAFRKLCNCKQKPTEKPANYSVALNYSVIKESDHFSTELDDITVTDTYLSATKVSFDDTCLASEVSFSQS
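Enhancer read-out: after compound pinning and an initial kinetic agonist-mode read, an EC20 of TRH (10 nM final) was injected and fluo-8 calcium signal (Ex 480/Em 530) followed at 1 s/cycle for 100 cycles in TRHR-expressing cells.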
D1 antagonist: Antagonist of Human D 1 Dopamine Receptor: qHTS. HEK293 TREx D1 cells, calcium flux, dopamine EC80; stronger effect = lower value. actives 3.2% (n = 360,000). D(1A) dopamine receptor (Homo sapiens), P21728. activity change, negative = inhibition, % at 10 µM; in the data active = activity change below about -30%; also: % is scaled to controls: 0 for no effect and ±100 for the full control effect
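Tetracycline-induced HEK293 Trex D1 cells, force-coupled to calcium, dye-loaded; compounds added and read 180 s, then EC80 dopamine added and calcium flux tracked kinetically another 180 s.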
TRHR ag: qHTS for Small Molecule Agonists and Allosteric Enhancers of Human TRH Receptor: Primary Screen for Agonists. Thyrotropin-releasing hormone receptor (Homo sapiens), P34981. TRHR cells, calcium flux fluo-8, FDSS agonist mode. activation, % at 2 µM. actives 0.18% (n = 360,000). AID 493084, 2011; also: 0% is about no effect
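TRHR-expressing cells, plated overnight in medium with 10% serum, were loaded with fluo-8 calcium dye at room temperature. After a 10 s baseline, library compound was pin-added and calcium release was recorded kinetically (ex 480/em 530) as agonist response.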
D1 agonist: Allosteric Agonists of the Human D1 Dopamine Receptor: qHTS; activation, % at 2 µM; D(1A) dopamine receptor (Homo sapiens), P21728; AID 504660, 2011; HEK293 T-REx D1 cells, calcium flux, agonist mode; actives 1% (n = 360,000); also: 0% is about no effect
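Tetracycline-induced HEK293 TREx D1 cells, force-coupled to calcium signalling, were dye-loaded with a no-wash calcium kit. Compound was pin-added after a 10 s baseline. Fluorescence was read kinetically at 1 cycle/s for 180 s, with calcium rises flagged as agonism.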
D1 PAM: Potentiators of Human D1 Dopamine Receptor: qHTS. D(1A) dopamine receptor (Homo sapiens), P21728. HEK293 TREx D1 cells, calcium flux, dopamine EC20 potentiation. potentiation, % at 10 µM. actives 0.036% (n = 360,000). AID 504651, 2011; in the data active = potentiation above about 30%; also: 0% is about no effect
D2 ag: HTS Assay for Allosteric Agonists of the Human D2 Dopamine Receptor: Primary Screen for Agonists; D(2) dopamine receptor (Homo sapiens), P14416; HEK293 T-REx D2 cells, calcium flux agonist mode; activation, % at 2 µM; actives 0.53% (n = 340,000); AID 485358, 2010;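 active = activation over 3 SD above normal in the single-dose calcium agonist read, cut at about 30% in these data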; also: 0% is about no effect
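In this primary screen, compounds producing a positive calcium signal within 180 s of addition to tetracycline-induced, force-coupled HEK293 Trex D2 cells are flagged; cells are dye-loaded with a no-wash calcium kit beforehand.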
RXFP1 antag: qHTS Assay for Antagonists of the Relaxin Receptor RXFP1; HEK293-RXFP1, relaxin-stimulated cAMP HTRF, 30 min; stronger effect = lower value; activity change, negative = inhibition, % at 57.5 µM; actives 0.59% (n = 350,000);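 active = activity change of -60% or lower, but not beyond a set lower limit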; also: % is scaled to controls: 0 for no effect and ±100 for the full control effect
D2 PAM: HTS Assay for Positive Allosteric Modulators of the Human D2 Dopamine Receptor: Primary Screen for Potentiators. actives 0.34% (n = 340,000). HEK293 T-REx D2, calcium flux, EC20 dopamine potentiation. potentiation, % at 10 µM. D(2) dopamine receptor (Homo sapiens), P14416;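 active = potentiation over 3 SD above the plate norm, cut at about 30% in these data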; also: 0% is about no effect
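Using a no-wash calcium dye in inducible, force-coupled HEK293 Trex cells expressing D2, we tracked fluorescence each second for 180 s after compound, then for 180 s after EC20 dopamine to detect augmented signalling.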
* hit, by the source's call; · = no result given; & = joins results of further samples. Rule as the data show it, unless noted: active = activation above about 30%; inactive = the rest.

SMILES | D2 antag | TRHR PAM | D1 antagonist | TRHR ag | D1 agonist | D1 PAM | D2 ag | RXFP1 antag | D2 PAM
CC(C)C[C@@H](C(=O)N[C@@H](C(=O)O)c1ccccc1)N1C(=O)N2CCc3c([nH]c4ccccc34)[C@@]2(C)C1=O | 1 | 5 | 3 | 0.4 | 0 | 4 | -0.6 | · | 7
COc1ccc(N2CCN(C(=O)CCCN3C(=O)c4cccc5cccc(c45)C3=O)CC2)cc1 | · | 11 | -20 | -0.3 | 0 | -2 | · | 9 | ·
O=C(Nc1ccc2[nH]c(=O)[nH]c2c1)c1ccc(Cl)c(Cl)c1 | -7 | 7 | -2 | 0.4 | 2 | -3 | -0.1 | -15 | 2
CCOc1ccc(CCNC(=O)CN(c2ccc(C)cc2)S(=O)(=O)N(C)C)cc1OCC | · | -4 | 7 | -0.4 | 2 | 1 | -0.8 | · | 3
CC(C)C[C@H](NC(=O)C1(c2ccccc2)CCN(C(=O)OC(C)(C)C)CC1)C(=O)N1CCC[C@H]1C(=O)O | 1 | 2 | -4 | -0.3 | 1 | 3 | -0.2 | -20 | 6
COc1cccc(CN(C)Cc2nc(Cc3ccccc3Cl)no2)c1 | -23 | -15 | 5 | -1.2 | 1 | -4 | 0.9 | -30 | -7
Cc1cc2nc(-c3ccc(SCc4ccccc4C#N)nc3)[nH]c2cc1C | -1 | 2 | -3 | 0.2 | 3 | 1 | -0.4 | -18 | 0
Cc1ccccc1OCC(=O)NCCc1nc2ccccc2[nH]1 | -19 | -2 | -6 | -0.2 | 1 | -6 | -0.5 | 6 | -16
CC(C)CC(N=Cc1c(O)c2ccccc2oc1=O)C(=O)O (configuration not stated) | 6 | -4 | 26 | -0.4 | 4 | -7 | -0.4 | -3 | 2
CCOC(=O)C1(Cc2cccc(Cl)c2)CCCN(CCO)C1 (configuration not stated) | 9 | 2 | 7 | 0.5 | 5 | 5 | 0.7 | -11 | 8
CCn1cc(CN2N=C(C)CC2c2ccccc2)c(C)n1 (configuration not stated) | 4 | 20 | 5 | 0.1 | 1 | -1 | 0.5 | 1 | -7
NC(=O)CNC(=O)[C@@H]1CC2(CC(c3ccc(Cl)cc3)=NO2)CN1C(=O)c1ccc(Br)cc1 (some centres not stated) | -17 | -1 | 5 | 0.9 | 6 | 5 | 1.3 | · | -7
CC12CCC(C(=O)Nc3cccc(Cl)c3)(C(Br)C1=O)C2(C)C (configuration not stated) | -16 | -2 | -23 | -0.2 | 3 | -4 | -0.7 | 2 | 1
COc1cc(OC)c(OC)cc1CN1CCCC(C(=O)N2CCCCC2)C1 (configuration not stated) | -2 | -2 | 11 | -0.7 | 2 | 2 | 0.2 | -4 | 7
Cc1ccc(C)c(OCc2cc(C(=O)N3C[C@@H](C)O[C@@H](C)C3)no2)c1 | -3 | -11 | -21 | -1.6 | 15 | -3 | -0.3 | -4 | 4
Cn1c(=O)n(C)c2cc(N3CCCCC3)c(NC(=O)c3ccc(Cl)cc3)cc21 | · | 1 | -11 | 0.1 | 1 | -1 | 0.2 | 3 | 2
CNc1ccc(/C=C(\C#N)c2ccccn2)cc1[N+](=O)[O-] | -1 | 0 | 10 | 1.3 | 2 | -3 | -0.3 | -5 | 2
OC1(c2ccccc2F)CCN(Cc2nnc(-c3ccccc3)o2)CC1 | 15 | 4 | 7 | -0.3 | 4 | -5 | 0.2 | 14 | 0
CCSc1nnc(Cc2cc(=O)[nH]c(=O)[nH]2)n1-c1ccc(Cl)cc1 | 8 | -4 | 12 | 0.0 | 3 | -6 | -0.6 | · | -7
O=C(CSc1nnc2c3ccccc3c3ccccc3c2n1)Nc1ccccc1F | 10 | 5 | 5 | -0.1 | 2 | 6 | 0.0 | · | -1

Overlap with the part before: five compounds, then new ones.
SMILES | D2 antag | TRHR PAM | D1 antagonist | TRHR ag | D1 agonist | D1 PAM | D2 ag | RXFP1 antag | D2 PAM
Cn1c(=O)n(C)c2cc(N3CCCCC3)c(NC(=O)c3ccc(Cl)cc3)cc21 | · | 1 | -11 | 0.1 | 1 | -1 | 0.2 | 3 | 2
CNc1ccc(/C=C(\C#N)c2ccccn2)cc1[N+](=O)[O-] | -1 | 0 | 10 | 1.3 | 2 | -3 | -0.3 | -5 | 2
OC1(c2ccccc2F)CCN(Cc2nnc(-c3ccccc3)o2)CC1 | 15 | 4 | 7 | -0.3 | 4 | -5 | 0.2 | 14 | 0
CCSc1nnc(Cc2cc(=O)[nH]c(=O)[nH]2)n1-c1ccc(Cl)cc1 | 8 | -4 | 12 | 0.0 | 3 | -6 | -0.6 | · | -7
O=C(CSc1nnc2c3ccccc3c3ccccc3c2n1)Nc1ccccc1F | 10 | 5 | 5 | -0.1 | 2 | 6 | 0.0 | · | -1
COc1ccc(NC(=O)Cn2ncc3c2-c2ccccc2OC3)cc1Cl | · | 4 | -3 | 0.3 | 11 | -3 | -0.4 | · | ·
COc1cc(OC)c(C(=O)OCN2C(=O)c3ccccc3C2=O)cc1OC | 7 | 0 | -3 | 0.4 | 3 | -5 | 2.8 | 5 | 5
O=C(NNc1cccc(Cl)n1)Nc1ccccc1Cl | -3 | -2 | -10 | -0.3 | 2 | 0 | -0.4 | 7 | -6
Cc1onc(-c2ccccc2)c1C(=O)Nc1ccc(S(=O)(=O)NC2=NCCCCC2)cc1 | 11 | -2 | -22 | 0.2 | 2 | -1 | 0.0 | -1 | 11
Cc1ccccc1OCc1nc2ccccc2c(=O)n1NC(=O)c1ccco1 | 16 | -1 | 6 | 0.5 | 2 | -1 | 0.5 | 10 | -5
N#Cc1c(-c2ccccc2)ccn(Cc2ccc(Cl)cc2)c1=O | -13 | 5 | 1 | 0.2 | 7 | 3 | -0.8 | -11 | 22
COc1ccc(C(NC(=O)CN2CCCCCC2)c2ccc(OC)cc2)cc1 | 19 | 0 | -1 | -1.6 | 7 | -8 | -1.7 | -5 | 4
CCCCOc1ccc(CNC(=O)c2cc3n(n2)CCCN(Cc2ccc(C)cc2)C3=O)cc1 | · | 0 | 6 | 0.7 | 11 | -1 | 1.7 | -13 | 4
Cc1cc(C)c(NC(=O)C2CC(=O)N(C(C)C)C2)c(C)c1 (configuration not stated) | 5 | -8 | 14 | -0.3 | -5 | -3 | -0.6 | 3 | -2
COc1ccccc1CC(=O)NC1CCCCCC1 | -31 | 2 | 6 | -0.2 | -1 | -4 | -0.5 | -1 | 6
CN(C)C(CNC(=O)c1coc2ccccc2c1=O)c1ccccc1 (configuration not stated) | -18 | 12 | 2 | -0.2 | -1 | -2 | -0.3 | 7 | -4
CCN(CC(=O)NCc1cccs1)C(=O)c1cccc(S(=O)(=O)Nc2ccccc2OC)c1 | 11 | -2 | 7 | 0.2 | 2 | -4 | 0.5 | -7 | 5
COc1ccccc1CN1CC(C(=O)NCc2ncccc2C)CCC1=O (configuration not stated) | 7 | 4 | 29 | 0.0 | 13 | 6 | 0.2 | -7 | 7
Cc1cccc(Nc2nc(N3CCCCC3)nc(N3CCCCC3)n2)c1 | -1 | -4 | 27 | 0.0 | 1 | -1 | -0.3 | -17 | 0
CC12CC3(C)CC(C)(C1)CC(C(N)=O)(C2)C3 | -3 | 0 | -4 | 0.7 | 1 | 2 | 0.2 | · | -6
COc1ccc(Cn2c(C(=O)O)c(CNCc3cccc(OC)c3)c3ccc(C)cc32)cc1 | · | 4 | 9 | 0.0 | 0 | 1 | -0.2 | -3 | -13
Cc1ccnc(-n2sc3ccccc3c2=O)n1 | -4 | 12 | 6 | 3.7 | 10 | 11 | 1.8 | -27 | 6
CCc1nnc(NC(=O)CCC(=O)NC2CCCC2)s1 | -20 | -3 | 11 | -0.1 | 0 | -3 | -0.5 | 8 | -1
CCC(Sc1nc2ncnc(N)c2[nH]1)C(=O)O (configuration not stated) | -3 | 12 | -7 | 0.9 | 4 | 9 | -2.4 | 6 | -5
Cc1ccc(NC(=O)Cn2cnc3sc(C(=O)NCCN(C)C)c(C)c3c2=O)cc1Cl | 18 | -3 | -16 | 0.5 | 0 | 3 | 1.0 | · | -8
Cc1cccc(NC(=O)C(=O)NCC(c2cccnc2)N2CCN(Cc3ccccc3)CC2)c1 (configuration not stated) | · | 1 | 10 | 0.0 | 1 | -3 | -0.6 | -23 | -2
COc1ccc(S(=O)(=O)Nc2ccc(S(=O)(=O)N3CCCCC3)cc2)cc1 | 18 | -2 | -20 | 0.1 | 4 | -3 | -0.3 | 5 | -1
CC(OC(=O)c1oc2ccccc2c1CSC1CCCCC1)C(=O)NC(N)=O (configuration not stated) | -9 | 1 | -14 | 0.9 | -1 | -1 | 0.6 | -18 | -8
CCc1c(C)[nH]c2c(C)cccc2c1=O | 30 | 4 | 1 | -0.6 | 1 | 2 | -1.5 | 1 | 19
CC1=N/C(=C\c2ccc3c(c2)OCO3)C(=O)N1c1ccc(C(=O)O)cc1 | -12 | 4 | 3 | 1.9 | 11 | -4 | 0.8 | -5 | -10
O=C1COc2cccnc2N1 | -5&3 | 5&11 | 13&4 | 0.4&0.8 | 1&2 | -3&-5 | 0.1&1.3 | -2 | 3&-10
CC1CCN(S(=O)(=O)c2ccc3c(c2)c(=O)c(C(=O)NCCc2ccccc2)cn3C)CC1 | · | -1 | 23 | -0.5 | 1 | 1 | -0.7 | -4 | -4
O=C(O)c1ccc2c(c1)C(=O)N(NC(=O)c1ccccc1)C2=O | 1 | 11 | 5 | 0.1 | 1 | 6 | -0.4 | 0 | -2
CC(C)(C)c1ccc(C(=O)Nc2cccc(C(=O)N3CCOCC3)c2)cc1 | 10 | -1 | -5 | 0.2 | 4 | -5 | 0.8 | 0 | 5
COc1ccc(-c2csc(NC3=NCCCCC3)n2)cc1 | 6 | -5 | 17 | -0.1 | -1 | -4 | -0.4 | -6 | -4
COc1cc(S(=O)(=O)n2nc(C)cc2C)ccc1Cl | 7 | 0 | 33 | -0.1 | -3 | -3 | 2.1 | -8 | 1
O=c1c2ccccc2cnn1Cc1n[nH]c(=S)n1-c1ccc(Cl)cc1Cl | -12 | -4 | 5 | -0.1 | 1 | 0 | -0.4 | · | -3
Cc1ccccc1CS(=O)(=O)CCC(=O)NCc1ccc(F)cc1Cl | -3 | -4 | 0 | -0.7 | 6 | 0 | -0.4 | 9 | 3
Cc1csc(NC(=O)C(NC(=O)c2ccccc2F)C(C)C)n1 (configuration not stated) | 1 | -19 | 1 | 0.0 | 1 | -7 | 2.2 | -39 | -10
